Pf Dd2 growth: inhibitors of Plasmodium falciparum Dd2 growth; P. falciparum Dd2 growth, SYBR Green, 72 h; Potency, µM (titrated, usually from 28.9 µM), for the others: at the highest dose activity, negative = inhibition, most hits filed as inhibitors; hit rate 4.3% among 120,000; active means well fitted inhibition curve with a large enough effect; inconclusive means small, poorly fitted or top-dose-only effect; inactive means no such curve, though single readings can be large or run the other way;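 further: plate controls were DMSO vehicle for no effect and reference drug for full effect; nearly all actives have a fitted effect of over 65% in size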
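Readout: SYBR Green fluorescence, 485 nm excitation, 535 nm emission, after ~16 h lysis at 37C. Before that, Dd2-infected red cells (2.5% hematocrit) grew 72 h with compound, 29 uM top final concentration.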
* = called active by the depositor; i = inactive; ? = inconclusive; [ ] = dose if it differs, or a comment. Potency means the concentration at half of the fitted maximal effect. These rows are one share of the data, so the mix of outcomes need not match the whole.

| SMILES | Pf Dd2 growth |
| --- | --- |
| Cn1cccc1C(=O)N[C@H]1C[C@H]2C(=O)Nc3cc(Cl)ccc3C(=O)N2C1 | -21.1%[44.1 µM] |
| NCCn1cc(C(=O)N2CCN(CCCOc3ccc(F)cc3)CC2)nn1 | -21.9% |
| O=C(NC[C@H]1C[C@@H]2CCN1C[C@@H]2CN1CCCCC1)c1ccc2c(c1)OCO2 | -13.1%[44.1 µM] |
| COCCN1C(=O)c2ccccc2C(C(=O)NCc2ccccc2)C12CCCCC2 (configuration not stated) | -28.5% |
| COCc1noc([C@@H]2CN(Cc3ccc4c(c3)CCO4)C[C@H]2C(N)=O)n1 | -21.9% |
| CCOc1ccc(C(=O)N2CCC(c3n[nH]c(=O)n3Cc3ccc(OC)cc3)CC2)cc1 | -9.5% |
| COc1cccc(N2C(=O)NC(=NC3CCCC3)C23CCN([S+](=O)([O-])c2cccc(OC)c2)C3)c1 (configuration not stated) | ? |
| CC1=C[C@@H](CN2CCN(CCO)CC2)[C@H](C(C)C)C[C@H]1Cc1nnc(-c2ccccc2F)o1 | ? |
| CN1CCC(Cn2ccc3c(N4CCOCC4)nc(-c4cccc(C(N)=O)c4)cc32)CC1 | -1.3%[44.1 µM] |
| OC[C@@H]1CN(CCCc2ccccc2)C[C@H]1c1nc(C2CC2)no1 | -39.9% |
| CCc1cccc(OCC(=O)c2ccc3c(c2)N(CC(=O)NCCc2ccccc2)C(=O)CO3)c1 | i |
| CCC(C)NC(=O)CSc1nc2c(sc3ccccc32)c(=O)n1CCc1ccccc1 (configuration not stated) | 15.7% |
| COCCCNC(=O)Cn1c(=O)n(-c2ccc(Cl)cc2)c(=O)c2c3c(sc21)CCCCC3 | 31.7%[activator] |
| CCOc1ccc(-c2noc(-c3nc(-c4ccncc4)no3)n2)cc1 | -24.6% |
| Cc1ccc2c(n1)N(C)[C@H](CO)CCN(C1COC1)C2 | 19.5%[44.1 µM] |
| CC(NC(=O)c1noc(-c2ccc(F)cc2)n1)c1ccc(F)cc1 (configuration not stated) | i |
| CC1CCN(C[C@H]2CN3CC[C@H]2C[C@@H]3CNC(=O)c2ccc3c(c2)OCO3)CC1 | -23.8%[44.1 µM] |
| CN(Cc1nc2ccccc2n1C)C(=O)C1CC2(CCNCC2)CN1C (configuration not stated) | 2.4% |
| Cc1ccc(C(=O)Nc2ccc(OCc3cc(=O)n4c(C)csc4n3)cc2)cc1 | ? |
| CC(C)(C)NC(=O)C1CCN(c2nc3ccccc3nc2C(F)(F)F)CC1 | i |
| Cn1ncc(N2CCC(C(=O)N3CC=C(c4ccccc4)CC3)C2)cc1=O (configuration not stated) | -4.6% |
| NCc1ccc(-c2ccc(OC(F)(F)F)cc2)cc1 | ? |
| CCN(Cc1nc(-c2cccc(C)c2)no1)S(=O)(=O)c1ccc(C)cc1 | -1.1% |
| COc1ccc(-c2noc([C@@H](C)NC(=O)c3cc(C)n(C)n3)c2C(=O)O)cc1 | -17.6%[44.1 µM] |
| CCCNC(=O)Cc1ccc(N(Cc2ccc(C)cc2)C(=O)c2ccco2)cc1 | ? |
| Cc1ccccc1CS(=O)(=O)c1ncc(Cl)c(C(=O)Nc2nnc(C(C)C)s2)n1 | -13.3% |
| CCc1nnc2c(Nc3ccc(Br)c(C)c3)nc3ccccc3n12 | 22.7% |
| COc1c(C)cccc1C(=O)N1CCC2(CCNCC2)CC1 | 2.7% |
| Cc1ccccc1SC1CCN(c2cc(C3CC(O)C3)ncn2)CC1 (configuration not stated) | -4.0% |
| CN1C(=O)CCC2(C(=O)O)CCCC=C12 (configuration not stated) | ? |
| COc1ccc(N2CCN(C(=O)CCn3cnc4onc(-c5ccc(F)cc5)c4c3=O)CC2)cc1 | i |
| C[C@]1(CO)[C@H]2Cc3sc(NC(=O)C4CCCCC4)nc3[C@@H](CC(=O)NCc3cccnc3)[C@]2(C)CC[C@H]1O | ? |
| O=C(CC1=C2CCCCC2N(Cc2ccccc2)C1=O)NC1CCS(=O)(=O)C1 (configuration not stated) | 17.7% |
| CCCCCc1nc2ccccc2c(=O)n1-c1ccc(C)cc1 | 10.2% |
| Cn1ncc2c(Nc3cc(C(F)(F)F)ccc3Cl)ncnc21 | 1.2% |
| COc1ccccc1-c1ccnc(-n2ncc(C(=O)NCCc3cccnc3)c2C2CC2)n1 | ? |
| Cc1ccc(C)c(NC(=O)N2c3ccccc3CC2c2nc(C3CC3)no2)c1 (configuration not stated) | 8.0%[5.79 µM] |
| COc1cc(CNC(=O)c2ccc3nc(CCc4ccccc4)oc3c2)cc(OC)c1OC | 0.8% |
| Cc1cccc(CN2CCCN(Cc3ccncc3)C(c3ccccc3)CC(=O)NCC2)c1 (configuration not stated) | 1.26µM* |
| Cc1cnc(NC(=O)c2ccc3c(c2)OCCN(CCC(F)(F)F)C3)s1 | i |
| Cc1ccc(-c2nnc(C3CN(C(=O)c4ccccc4F)CC34CCOCC4)o2)cc1 (configuration not stated) | ? |
| Cc1ccc(C(=O)c2cn(CC(=O)NCc3ccccc3)c3nc(C)ccc3c2=O)cc1 | -12.5% |
| Cc1cc(C)c(NC(=O)Cn2c(=O)oc3cc(S(=O)(=O)N4CCCCCC4)ccc32)c(C)c1 | ? |
| COc1ccc(CCNC(=O)c2cc3c(=O)n4cccc(C)c4nc3n2C)cc1 | 29.0% |
| COc1ccc(N2CCN(C(=O)CCn3nc(C)c(S(=O)(=O)N4CCCC4)c3C)CC2)cc1 | 14.6% |
| CCOC(=O)C1=C(C)N(Cc2ccc(C(=O)N3CCCCC3)cc2)C(=O)CC1c1cccc(C)c1 (configuration not stated) | 5.01µM* |
| COc1cccc(CNC(=O)c2ccc3c(c2)sc2nc(-c4cccc(OC)c4)cn23)c1 | ? |
| Cc1ccccc1CN1C(=O)c2ccccc2S(=O)c2ccc(C(=O)NC3CCC(C)CC3)cc21 (configuration not stated) | ? |
| O=C1COc2ccc(-c3cc4ccccc4o3)nc2CN1CCOc1ccccc1 | -15.6%[44.1 µM] |
| CC1CCC(NC(=O)C2(C)Cc3ccccc3C(=O)N2Cc2ccccc2Cl)CC1 (configuration not stated) | 7.3% |
| CCCCCCN(CCC(=O)NCc1ccco1)C(=O)c1ccoc1 | -2.3% |
| Cc1ccc(NC(=O)CSc2nc3ccccc3nc2Cc2ccccc2)c(Cl)c1 | -18.0% |
| O=C(NCCC1=CCCCC1)c1noc(-c2ccc[nH]c2=O)n1 | i |
| CC(=O)NCCc1ncc(C)n1C1CCCCCCC1 | ? |
| Cc1nc([C@H]2CCN(Cc3ccccc3)C[C@H]2NC(=O)C2CCOCC2)n[nH]1 | -24.8% |
| Cc1ccc2sc(N3CCN(C(=O)CCS(=O)(=O)c4ccc(Cl)cc4)CC3)nc2c1C | 55.7%[activator] |
| CCNc1nccc(N2CCC(CC(=O)N(CC)CC)CC2)n1 | 0.6% |
| Cc1ccc(C2(O)CCN(C(=O)CCC3NC(=O)NC3=O)CC2)nc1 (configuration not stated) | 12.2% |
| COc1cc(C2CC(=O)N(CC(=O)Nc3ccccc3F)c3ccccc3S2)cc(OC)c1OC (configuration not stated) | 3.16µM* |
| COCCNc1nc2c([S+](=O)([O-])c3ccc(Cl)cc3)nnn2c2ccccc12 | 13.3% |

A few values from the results shown.
Pf Dd2 growth with Cc1cccc(CN2CCCN(Cc3ccncc3)C(c3ccccc3)CC(=O)NCC2)c1 (configuration not stated) = 1.26µM*
Pf Dd2 growth with COc1ccc(CCNC(=O)c2cc3c(=O)n4cccc(C)c4nc3n2C)cc1 = 29.0%

Pulled by structure from the entries so far:
| SMILES | Pf Dd2 growth |
| --- | --- |
| COCCNc1nc2c([S+](=O)([O-])c3ccc(Cl)cc3)nnn2c2ccccc12 | 13.3% |
| COc1cc(CNC(=O)c2ccc3nc(CCc4ccccc4)oc3c2)cc(OC)c1OC | 0.8% |
| Cc1ccc(C2(O)CCN(C(=O)CCC3NC(=O)NC3=O)CC2)nc1 (configuration not stated) | 12.2% |

Further entries follow:
| SMILES | Pf Dd2 growth |
| --- | --- |
| COc1cc2c(cc1OC1CCCC1)NC(=O)C21CCN(c2ncc(F)cn2)CC1 | i |
| COc1cccc(O)c1C(=O)NC1CC(c2nnc(Cn3cccn3)n2C)C1 (configuration not stated) | -9.1% |
| O=C(C[C@@H]1O[C@H](CNC(=O)C2CC2)[C@@H](O)[C@H]1O)Nc1ccccc1 | 23.5%[44.1 µM] |
| COc1ccc(C(=O)N2CCC(n3cc(-c4nc(C(C)C)no4)nn3)CC2)cc1F | ? |
| Clc1ccccc1-c1noc(-c2nc(-c3ccncc3)no2)n1 | i |
| O=C(Cn1nc(Cc2cccnc2)c2ccccc2c1=O)Nc1ccc(F)c(Cl)c1 | ? |
| COc1ccc(S(=O)(=O)NCC(c2ccc(N(C)C)cc2)N2CCOCC2)cc1 (configuration not stated) | -15.7% |
| COc1ccc(C(=O)N2CCC(n3cc(-c4nc(C)no4)nn3)C2)cc1 (configuration not stated) | -20.2% |
| COc1ccc(CCNC(=O)c2cc(Sc3cccc(Cl)c3)nc3ccccc23)cc1OC | -14.5% |
| CC(C)OCCCN1C(=O)c2[nH]nc(-c3ccccc3O)c2C1c1ccc(OCc2ccccc2)cc1 (configuration not stated) | ? |
| O=C(NCc1ccc(F)cc1F)C1CCN(C(=O)c2ncn3c2COC(c2ccc(F)cc2)C3)CC1 (configuration not stated) | -19.4% |
| CCNC(=O)N1CCc2c(c(-c3nncn3-c3ccccc3)nn2C)C1 | 8.4% |
| O=C(COc1ccccc1)N1CCCN(c2cc(-c3ccc(Br)cc3)[nH]n2)CC1 | -9.9% |
| O=C(NC1CCCC1)c1ccc2c(=O)n(Cc3ccccc3)c(SCc3ccccc3)nc2c1 | 21.2% |
| O=C(N[C@@H]1CN(Cc2ccccc2)C[C@H]1CO)c1ccnnc1 | 8.6% |
| COc1cccc(CNC(=O)c2cnc3cc(C)nn3c2)c1 | -7.8%[44.1 µM] |
| Cc1ccc(CC(=O)N2C[C@@H](COc3ccccc3)[C@H](C(N)=O)C2)cc1 | -11.2% |
| Cc1ccccc1Oc1nc2c(c(=O)n(C)c(=O)n2C)n1Cc1ccc(Br)cc1 | -1.9% |
| Cc1ccc(NC(=O)Cn2nc3n(c2=O)CCCC3)cc1Cl | ? |
| Cc1cccn2c(CC(=O)N3Cc4[nH]cnc4CC3C(=O)O)cnc12 (configuration not stated) | 2.2% |
| CN(Cc1ccccc1)C1CCc2ccccc21 (configuration not stated) | -16.9%[44.1 µM] |
| O=C(NCCc1ccccc1)c1ccc(Cn2c(SCc3ccccc3)nc3cccnc32)cc1 | ? |
| CC(C)=CCC1(C(=O)O)CCCN(C(=O)Cc2c[nH]c(=O)n(C)c2=O)C1 (configuration not stated) | -8.0% |
| O=C(NCc1ccccc1Cl)c1ccc(CS(=O)(=O)c2ccc(Br)cc2)o1 | 1.8% |
| COc1ccc(-c2cc3nccc(-c4cc(Cl)c(C)cc4O)n3n2)cc1 | ? |
| O=C1NCCCCCN(C(=O)NCc2ccc(F)cc2)[C@H]2CCC[C@@H]12 | 24.4% |
| CCOc1ccc(CN2C(=O)C3(CCOCC3)CC2c2nnnn2C(C)(C)C)cc1 (configuration not stated) | -15.1% |
| COc1ccc(Cl)cc1NC(=O)c1cc(-c2ccc[nH]2)n[nH]1 | -24.8% |
| COCCNC(=O)Nc1cc(C(=O)NCc2ccc(C(C)C)cc2)ccc1N1CCCC1 | 14.5% |
| O=C(CCC[C@@H]1[C@H]2CCCN3CCC[C@@H](CN1Cc1ccccc1)[C@@H]23)NCc1ccncc1 | ? |
| CSc1ccccc1NC(=O)C1=CC(c2ccc3c(c2)OCO3)=NS(=O)(=O)N1C | -10.6% |
| O=C(O)C[C@@H]1CCN(C(=O)C2CCCC2)C[C@@H]1CCN1CCC(n2c(=O)[nH]c3ccccc32)CC1 | -16.3% |
| CC(=O)N1CCN(c2ncccc2CNC(=O)C2COc3ccccc3C2)CC1 (configuration not stated) | -10.1% |
| CCCCN(CC)CCCNC(=O)c1cc2c(=O)[nH]c3ccccc3c2s1 | ? |
| CCOc1ccc(OCC)c(NS(=O)(=O)c2ccc3[nH]c(=O)ccc3c2)c1 | -8.8% |
| Cn1cnc(C(=O)N2CCC(F)(c3nc(-c4ccncc4)no3)CC2)c1 | 1.2% |
| O=C1CCSC2(C(=O)N(Cc3ccc(F)cc3)c3ccccc32)N1c1ccccc1 (configuration not stated) | -26.7% |
| O=C(c1ccc(F)cc1Cl)N1C[C@@H](CO)[C@H](c2ccccn2)C1 | 3.2% |
| C=Cc1ccc(Cn2c(=O)n(-c3ccc(C)cc3)c(=O)c3c2c2cc(OC)ccc2n3C)cc1 | i |
| CCn1ccc(C(=O)N2CCCC(c3noc(COc4ccccc4)n3)C2)n1 (configuration not stated) | -76.5% |
| O=C(NCc1nc(-c2cccc(F)c2)c(-c2ccccn2)[nH]1)[C@@H]1CCCCN1 | ? |
| O=C(N[C@@H]1CCN(Cc2nc3c(s2)CCCC3)C[C@H]1O)c1ccccn1 | 25.5% |
| COCCn1ncc(N2CCC(C(=O)NCc3nc4ccccc4n3C)C2)cc1=O (configuration not stated) | ? |
| COC(=O)c1scc(-c2ccc(C)cc2)c1S(=O)(=O)Nc1cc(OC)c(OC)c(OC)c1 | -12.5% |
| CC(CN)(c1ccccn1)N1CCOCC1 (configuration not stated) | 3.4%[44.1 µM] |
| COc1cc(-c2noc(-c3ccc(NCCc4ccccc4)c([N+](=O)[O-])c3)n2)cc(OC)c1OC | 14.7% |
| CCN(CC)CCCNC(=O)CCc1c(C)n(CC)c2cc(-c3ccccc3OC)nn2c1=O | -11.2% |
| COc1cccc(OCc2cc(C(=O)NC3CCOC(C)(C)C3)n[nH]2)c1 (configuration not stated) | i |
| COc1cc(Cl)c(C)cc1NC(=O)CN1C(=O)NC2(CCS(=O)(=O)CC2)C1=O | i |
| NC(=O)c1cccc(CN2CCC3(CC2)Cc2ccccc2N(C(=O)c2ccc(Cl)cc2)C3)c1 | 11.2µM* |
